ADAM10 inh: human ADAM10 inhibitors, primary screen, biochemical, QFRET, HTS; recombinant ADAM10, EDANS/DABCYL FRET peptide cleavage, 3 h; inhibition, % at 7 µM; 0.62% of 370,000 active; AID 720582, 2013;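 active = inhibition above a per-campaign cutoff equal to the mean of compounds falling between control-based bounds plus 3 SD, cut at about 20% in these data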;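 also: 0% = DMSO wells while the 100% control is not disclosed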
Target sequence (O14672 214-748 limits assumed): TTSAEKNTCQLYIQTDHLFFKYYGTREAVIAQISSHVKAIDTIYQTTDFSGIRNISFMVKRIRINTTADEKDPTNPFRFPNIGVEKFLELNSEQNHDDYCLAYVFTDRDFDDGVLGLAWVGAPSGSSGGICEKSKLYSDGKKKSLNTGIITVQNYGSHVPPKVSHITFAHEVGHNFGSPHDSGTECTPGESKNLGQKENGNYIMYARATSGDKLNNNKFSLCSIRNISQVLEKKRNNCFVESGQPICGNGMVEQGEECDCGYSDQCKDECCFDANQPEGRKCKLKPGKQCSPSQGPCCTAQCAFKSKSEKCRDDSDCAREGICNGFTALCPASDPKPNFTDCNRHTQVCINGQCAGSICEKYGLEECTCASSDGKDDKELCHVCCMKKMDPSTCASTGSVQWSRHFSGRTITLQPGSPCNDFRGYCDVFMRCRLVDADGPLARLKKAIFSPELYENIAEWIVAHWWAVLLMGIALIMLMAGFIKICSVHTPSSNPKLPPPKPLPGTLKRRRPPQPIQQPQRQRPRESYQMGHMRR
hcDAF-12 act: H. contortus DAF-12 nuclear receptor activators, primary screen, cell-based, luminescence, HEK293, lit1-tk-luc reporter. HEK293 hcDAF-12 lit1-tk-luc reporter; 0% DMSO, 100% Δ7-dafachronic acid. AID 652067, 2013. activation, % at 6.8 µM. 1.4% of 370,000 active;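 active = activation above the mean of all tested compounds plus 3 SD, cut at about 5.5% in these data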;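 also: 100% = response to 3 µM Δ7-dafachronic acid high control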
DAX1 inh-1: DAX1 (NR0B1) inhibitors on StAR promoter, primary screen, cell-based, luminescence, SF-1 (NR5A1), full-length DAX-1; AID 652010, 2013; inhibition, % at 6.8 µM; HEK293T StAR-luciferase reporter, SF-1/DAX-1 repression relief; 1.1% of 370,000 active;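 active = inhibition above the mean over all tested compounds plus 3 SD, cut at about 3.6% in these data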;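 also: 0% = DAX-1 cells with DMSO and 100% = cells lacking DAX-1 with DMSO; higher inhibition means more luminescence from relief of DAX-1 repression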
FXN GAA850 act: FXN promoter activators, primary screen, cell-based, luciferase luminescence, HEK293 lucGAA850; 0.56% of 360,000 active; HEK293 lucGAA850 FXN promoter luciferase reporter, 24 h; percent of 10 µM SAHA response; activation, % at 6 µM;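 active = activation above the average of all compounds screened plus 3 SD, cutoff fixed separately per campaign, cut at about 7.5% in these data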;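 also: 0% = DMSO wells and 100% = 10 µM SAHA wells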
PG9 Ab binder: binders of HIV-1 gp120 antibody PG9, primary screen, biochemical, TR-FRET; 0.43% of 360,000 active; TR-FRET gp120-PG9 antibody binding; inhibition, % at 6.7 µM; in the data active = inhibition above about 8.5%
DAX1 inh-2: DAX1 (NR0B1) inhibitors, primary screen, cell-based, HEK293, Gal4-DAX1, luciferase luminescence | Nuclear receptor subfamily 0 group B member 1 (Homo sapiens), P51843 | 0.99% of 340,000 active | AID 504766, 2011 | inhibition, % at 6.75 µM | HEK293 Gal4-DAX1 luciferase reporter;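 active = inhibition above the mean over all tested compounds plus 3 SD, cut at about 4.2% in these data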;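 also: 0% = DAX1-transfected cells with DMSO and 100% = empty-vector control cells with DMSO; inhibition shows as a rise in luminescence from relieved DAX1 repression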
Target sequence (P51843 207-470 limits assumed): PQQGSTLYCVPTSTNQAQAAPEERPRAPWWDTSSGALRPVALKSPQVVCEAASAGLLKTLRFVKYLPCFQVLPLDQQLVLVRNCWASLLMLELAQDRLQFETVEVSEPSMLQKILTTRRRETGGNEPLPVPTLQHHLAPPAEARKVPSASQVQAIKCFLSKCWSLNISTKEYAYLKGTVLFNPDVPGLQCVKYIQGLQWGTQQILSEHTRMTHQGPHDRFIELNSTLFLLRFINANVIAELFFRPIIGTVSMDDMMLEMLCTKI
GC-A act: GC-A stimulated cGMP production enhancers – HEK293 GC-A cells, cGMP TR-FRET, EC30 ANP, primary screen. Atrial natriuretic peptide receptor 1 (Homo sapiens), P16066. AID 1671463, 2021. activation, % at 10 µM. 0.14% of 370,000 active. 0% at EC30 ANP, 100% saturating ANP; in the data active = activation above about 40%
hgDAF12 agonist: H. glycines DAF-12 receptor agonists, primary screen, cell-based, luminescence, HEK293, GAL4 fusion, UAS-luciferase. Nuclear hormone receptor DAF-12 (Heterodera glycines), GAL4 fusion. HEK293 GAL4-hgDAF12 UAS-luciferase reporter, agonist luminescence; normalized to butyrate control. activation, % at 6.8 µM. 1.8% of 370,000 active;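 active = activation above a cutoff set at the mean of all screened compounds plus 3 SD, cut at about 10% in these data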;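 also: 0% = DMSO wells and 100% = sodium butyrate wells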
ADAM17 inh: ADAM17 inhibitors, primary screen, biochemical, QFRET; Disintegrin and metalloproteinase domain-containing protein 17 (Homo sapiens), P78536; recombinant ADAM17, EDANS/DABCYL FRET peptide cleavage; inhibition, % at 6.95 µM; 0.83% of 370,000 active; AID 720648, 2013;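 active = inhibition above the mean of compounds lying between control limits plus 3 SD, set per campaign, cut at about 8.5% in these data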;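 also: 0% = DMSO-only wells as the low control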
SMARCA2 activ: SMARCA2 (BRM) function activators, primary screen, cell-based, luminescence, high throughput. MG213 cells, MMTV-luciferase reporter, dexamethasone, overnight. activation, % at 9.1 µM. 1% of 370,000 active. AID 652017, 2013; in the data active = activation above about 7.8%;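 also: 0% = vehicle wells and 100% = reference activator wells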
ssDAF-12 act: S. stercoralis DAF-12 nuclear receptor activators, primary screen, cell-based, luminescence, HEK293, GRIP1 co-expression, lit1-tk-luc. Nuclear hormone receptor DAF-12 (Strongyloides stercoralis). 1% of 370,000 active. activation, % at 6.8 µM. AID 652126, 2013. HEK293 ssDAF-12/GRIP1 lit1-tk-luc reporter; % of 3 µM dafachronic acid response;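 active = activation above the mean over all tested compounds plus 3 SD, cut at about 0.9% in these data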;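 also: 0% = DMSO-only wells and 100% = 3 µM delta7-dafachronic acid wells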
Starred values were filed as active, the others as inactive; i = inactive; x = no result given.

item	SMILES	ADAM10 inh	hcDAF-12 act	DAX1 inh-1	FXN GAA850 act	PG9 Ab binder	DAX1 inh-2	GC-A act	hgDAF12 agonist	ADAM17 inh	SMARCA2 activ	ssDAF-12 act
1	CCOc1ccc2nc(NC(=O)Nc3ccccc3)sc2c1	-12	2.3	2.3	3.8	0.0	4.5*	7	15*	0	2	-0.7
2	CCOc1ccc(C(=O)N2CCCC2C(=O)O)cc1 (stereo not given)	2	1.6	0.1	0.9	2.0	2.0	2	-0.7	0	1	-1.2
3	CC(NC(=O)COc1ccc(N(C)S(=O)(=O)c2ccccc2)cc1)c1ccccc1 (stereo not given)	8	-2.2	-0.6	0.7	-2.5	-1.7	0	-3.3	4	-5	-1.5
4	COc1ccc(N2CCN(CC(=O)NC(=O)NC(C)(C)C)CC2)cc1	-12	0.5	-1.9	1.4	-4.0	0.1	-2	8.6	-8	-4	-2.0
5	Cc1csc(NC(=O)c2ccc(-c3ccc(Cl)cc3Cl)o2)n1	-3	1.6	0.2	1.2	-19	0.8	6	-0.5	-1	-1	-1.3
6	CCCCNC(=O)c1ccc2c(c1)N(CC)C(=O)CS2	15	-1.2	-0.3	-0.1	-2.4	-0.4	0	0.7	0	-1	-1.2
7	N#Cc1c(N)n(-c2cccc(O)c2)c2nc3ccccc3nc12	i	-1.4	-0.1	-0.5	0.5	0.0	1	-1.1	i	-1	-1.4
8	CC(NC(=O)c1ccco1)c1ccc2c(c1)OCO2 (stereo not given)	-7	4.2	-0.1	1.4	-0.7	0.7	2	-0.4	5	-1	-1.5
9	CC(CC1C(C#N)=C(N)OC2=C1C(=O)CCC2)c1ccccc1 (stereo not given)	-32	-0.4	0.9	1.4	2.0	1.7	4	-0.1	3	-1	-0.8
10	Cc1cc(C(=O)NN=C2C3CC4CC(C3)CC2C4)c2ccccc2n1	0	-0.3	-1.2	-3.6	-3.4	-0.5	3	1.2	-2	2	-1.5
11	COc1ccc(/C=C/C(=O)Nc2nc(C)c(C(=O)N(C)C)s2)cc1	-15	-2.1	-0.8	1.0	0.0	-0.1	4	-0.9	-2	-1	-1.7
12	CCCOc1ccc(/C=C/C(=O)O)cc1OC	-11	-1.1	0.3	-1.9	-0.5	-0.3	0	-1.5	-9	-1	-0.8
13	Cc1ccc(S(=O)(=O)NCc2c(-c3ccccc3)noc2C)cc1	1	-1.2	-0.2	2.9	0.2	-0.8	-3	-2.0	-2	-5	-0.9
14	COCCCN1Cc2cccc(C(=O)O)c2C1=O	0	-0.9	0.0	2.5	0.0	1.2	3	-1.8	0	-1	-0.9
15	Cc1ccc2c(c1)nnn2C1CCN(S(C)(=O)=O)CC1	4	-1.1	0.8	-1.1	-0.4	1.2	-1	0.7	-1	-1	-1.0
16	C=CCn1c(O)c(/C=C2\C=NN=C2c2ccccc2)sc1=S	10	-0.6	-0.3	2.7	0.2	0.5	-2	2.6	8	-4	-0.8
17	CCCCOCCCNC(=O)C[C@@H]1C[C@@]2(C(=O)OC)CC(C)(C)CC=C2N(Cc2ccco2)C1=O	2	-2.8	-1.3	x	-0.3	x	0	0.8	1	3	-1.2
18	Cc1ccc(NC(=O)COC(=O)C2=COCCO2)c([N+](=O)[O-])c1	13	1.2	-0.6	-0.2	-0.6	0.1	-2	-1.3	-2	4	-1.4
19	O=C(NCCc1ccccc1)c1c(F)cccc1F	4	2.5	3.9*	4.3	0.0	0.5	0	14*	0	7	-0.1
20	CCc1ccc([C@H]2[C@@H]3C(=O)C[C@@H]4C(=O)N(c5ccccc5)C(=O)[C@@H]4[C@@H]3CN2S(=O)(=O)c2ccc(C)cc2)cc1	10	0.9	0.9	x	-1.6	x	3	-1.4	8.7*	-4	-0.5
21	CC1CCCN(C(=O)CSc2nnc(-c3ccc(O)cc3)o2)C1 (stereo not given)	-6	-0.9	0.1	0.9	-1.3	-0.8	-5	2.5	-2	0	-0.6
22	CCCCOc1ccc(/C=C(\C(=O)O)c2ccc(S(=O)(=O)N3CCCC3)s2)cc1	-18	-1.3	0.6	2.3	-0.6	0.9	-2	3.2	-6	-2	-1.3
23	CC(C)CCOC(=O)C[N+](C)(C)CCOC1CC2CCC1(C)C2(C)C (stereo not given)	-1	-1.9	-1.2	2.9	-0.2	-1.4	3	-3.0	2	-5	-1.2
24	CCN(CC)S(=O)(=O)c1cccc(-c2nnc(SCc3nc4ccccc4s3)o2)c1	13	4.8	1.8	0.9	0.0	-0.8	2	2.2	0	3	0.2
25	CNC(=O)c1ccsc1NC(=O)CCS(=O)(=O)c1ccc(F)cc1	-8	-1.1	-0.4	0.7	1.1	-0.7	2	1.8	-4	0	-0.6

4 compounds drawn at random from the list so far, as already listed:
item	SMILES	ADAM10 inh	hcDAF-12 act	DAX1 inh-1	FXN GAA850 act	PG9 Ab binder	DAX1 inh-2	GC-A act	hgDAF12 agonist	ADAM17 inh	SMARCA2 activ	ssDAF-12 act
14	COCCCN1Cc2cccc(C(=O)O)c2C1=O	0	-0.9	0.0	2.5	0.0	1.2	3	-1.8	0	-1	-0.9
12	CCCOc1ccc(/C=C/C(=O)O)cc1OC	-11	-1.1	0.3	-1.9	-0.5	-0.3	0	-1.5	-9	-1	-0.8
7	N#Cc1c(N)n(-c2cccc(O)c2)c2nc3ccccc3nc12	i	-1.4	-0.1	-0.5	0.5	0.0	1	-1.1	i	-1	-1.4
8	CC(NC(=O)c1ccco1)c1ccc2c(c1)OCO2 (stereo not given)	-7	4.2	-0.1	1.4	-0.7	0.7	2	-0.4	5	-1	-1.5

New compounds follow:
item	SMILES	ADAM10 inh	hcDAF-12 act	DAX1 inh-1	FXN GAA850 act	PG9 Ab binder	DAX1 inh-2	GC-A act	hgDAF12 agonist	ADAM17 inh	SMARCA2 activ	ssDAF-12 act
26	Cc1cc(/C=N/Nc2ccc([N+](=O)[O-])cn2)c(C)n1-c1cccc(C(=O)O)c1	-6	0.2	0.7	1.3	-2.0	0.3	-3	7.9	-3	2	-0.7
27	COc1cccc(CN(C)S(=O)(=O)c2cccs2)c1	8	-0.4	-0.2	1.1	-2.4	1.3	-4	0.9	1	-1	-1.5
28	CCOc1ccc(N(CC(=O)Nc2cc(C)ccc2C)S(=O)(=O)c2c(C)[nH]c(=O)[nH]c2=O)cc1	2	-1.1	0.3	-0.9	0.1	0.7	-2	0.3	-2	-5	-0.5
29	COC(=O)C(C)Oc1ccc2c3c(c(=O)oc2c1)CCCCC3 (stereo not given)	i	-2.1	-0.6	0.5	-2.8	-0.6	4	3.2	-367	3	-1.0
30	O=C(N/N=C/c1c(O)n(-c2ccc(Cl)cn2)c(=O)c2ccccc12)C1CC1	-164	1.8	-0.6	1.4	-14	1.5	9	3.3	-53	-4	-0.9
31	COc1cc(C(=O)NC(=S)Nc2ccccc2N2CCCC2)cc(OC)c1OC	-8	-2.4	-0.2	0.2	-1.2	0.0	3	-0.4	1	-2	-1.8
32	Cc1ccc(C)c(NC(=O)C2Cc3ccccc3CN2C(=O)OCc2ccccc2)c1 (stereo not given)	6	-0.5	0.0	1.6	1.7	0.1	1	-2.7	-2	-7	-0.4
33	COC1CC(C)C(OC)c2cc(O)cc(c2O)NC(=O)C(C)=CC=CC(C)C(OC(N)=O)C(C)=CC(C)C1OC (stereo not given)	-1	-1.1	-2.8	-2.0	1.1	1.8	-6	-1.9	-1	-5	-0.8
34	COc1ccc(Cc2nc3ccccc3n2CC(=O)N/N=C/c2ccc(C)cc2O)cc1OC	-12	1.9	-1.3	-7.4	-0.7	-1.9	-1	-2.3	-5	-2	-2.2
35	COC(=O)c1cc(OC)c(OC)cc1NC(=O)c1ccc(Br)o1	-6	-2.2	-0.4	1.0	0.0	-0.1	7	-0.1	-2	3	-1.7
36	O=C(NC(=S)NCCN1CCOCC1)c1ccccc1Br	0	-0.8	0.0	1.9	-0.8	0.8	-1	-3.3	-2	-4	-1.7
37	COc1cc(/C=N/N2CCN(c3ccc(Cl)cc3)CC2)cc(OC)c1OC(C)=O	-7	-2.0	0.1	0.5	1.2	2.2	-6	-1.7	-1	-2	-1.2
38	S=C(NCCc1ccncc1)Nc1ccccc1	-7	-0.7	-0.1	-0.1	-0.2	2.6	3	0.7	-7	4	-0.7
39	O=C(CCC(=O)NNC(=O)c1ccc([N+](=O)[O-])cc1)NCc1ccccc1	-7	-1.4	0.1	-1.0	-3.1	0.0	1	0.3	-1	1	-1.4
40	Cc1ccc2cccc(NC(=S)NC(=O)c3ccccc3)c2n1	-10	5.7*	0.5	6.2	-0.5	-0.5	-2	2.5	4	-1	1.0*
41	O=C(CSc1nnnn1-c1ccccc1)NCc1ccco1	6	-1.2	-0.3	1.9	1.0	-0.5	1	0.3	-2	-2	-1.3
42	O=C(NCCOc1ccc(F)cc1)C1CCC(=O)N(Cc2ccc(Cl)cc2)C1 (stereo not given)	-8	-0.9	-0.8	-0.4	-0.9	-0.3	-2	-2.2	-1	0	-0.8
43	CO/N=C/C(=N\Nc1ccc(C)cc1)C(=O)c1ccc(OC)cc1	2	-0.2	-0.4	-0.4	0.4	-0.8	-6	-0.8	-4	0	-1.5
